Screening data: PubChem BioAssay, several laboratories
M1 ag: activates the M1 muscarinic receptor | CHO-M1 cells, Fluo-4 calcium fluorescence, agonist mode; active compounds read high | B-score at 10 µM | 64,000 tested, 3% active | AID 626;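 active means fluorescence rise, raw or as B-score row- and column-corrected plate score, outside the 99.7% band of its plate's samples, either direction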
HTR1E antagonist: antagonists of human 5-HT1E serotonin receptor | CHO 5-HT1E Ga15 NFAT-bla reporter, FRET, antagonist | inhibition, % at 6 µM | 65,000 tested, 0.99% active | AID 571;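 active means inhibition above a set limit, the mean inhibition across every tested compound plus 3 SD, cut at about 29% in these data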;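 further: signal is the 460 over 535 nm emission ratio of beta-lactamase substrate; 0% = agonist plus DMSO wells and 100% = wells without agonist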
Target sequence (P28566 whole entry, looked up): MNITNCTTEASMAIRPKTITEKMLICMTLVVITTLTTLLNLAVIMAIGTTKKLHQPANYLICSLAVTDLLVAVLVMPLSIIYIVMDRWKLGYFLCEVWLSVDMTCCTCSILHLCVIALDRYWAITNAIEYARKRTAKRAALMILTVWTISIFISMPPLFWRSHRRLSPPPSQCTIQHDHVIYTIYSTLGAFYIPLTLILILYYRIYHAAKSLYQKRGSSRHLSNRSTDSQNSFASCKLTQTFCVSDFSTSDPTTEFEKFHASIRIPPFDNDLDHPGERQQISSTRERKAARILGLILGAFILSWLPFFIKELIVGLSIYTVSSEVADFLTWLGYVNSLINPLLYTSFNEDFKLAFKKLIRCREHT
M1 antag: M1 muscarinic receptor (rat) antagonism; P08482; AID 628; CHO-M1 cells, Fluo-4 calcium, ACh EC80 antagonist mode; active compounds read low; B-score at 10 µM; 64,000 tested, 3.4% active;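 active means calcium fluorescence response, raw or row-and-column corrected B-score, differing from the plate sample mean either way at a set confidence level, mostly lower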
HTR1A agonist: activates the human 5-HT1a serotonin receptor; CHO 5-HT1a Ga15 NFAT-bla reporter, FRET ratio; 0% basal, 100% maximal reference agonist; activation, % at 10 µM; 65,000 tested, 0.56% active; AID 567;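 active means activation above the screen-wide mean activation plus 3 SD, cut at about 19% in these data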;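 further: 0% = DMSO wells and 100% = 5-CT at EC100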
Jurkat tox 60K: reduces viability or proliferation of Jurkat cells | Jurkat E6.1 viability, ATP luminescence, 48 h | inhibition, % at 4 µM | 56,000 tested, 1.2% active | AID 463;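 active means inhibition above the mean inhibition of all tested compounds plus 3 SD, cut at about 28% in these data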
5HT1E ag: 5-HT1E (human) receptor agonism. P28566. CHO 5-HT1E Ga15 NFAT-bla reporter, FRET; 0% DMSO wells, 100% control agonist wells. activation, % at 6 µM. 65,000 tested, 0.69% active;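 active means activation above a set limit, the screen-wide mean activation plus 3 SD, cut at about 8.5% in these data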;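 further: 100% = positive control agonist at 1 µM giving full maximal response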
S1P1 ag pot: S1P1 (human) agonism or agonism potentiation; activation, % at 9.5 µM; S1P1 CRE-bla cells, forskolin, beta-lactamase FRET, potentiator mode; S1P1 agonist co-added at EC20, 2 nM; 100% = saturating reference agonist, 0% = basal; P21453; AID 449; 56,000 tested, 0.57% active;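 active means activation above a cutoff set at the mean activation of all tested compounds plus 3 SD, cut at about 54% in these data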;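 further: forskolin at 4 µM as EC80 and the EC20 agonist is SEW2871; 100% = SEW2871 at its EC100 plus forskolin at EC80; some compounds past the cut are filed as inactive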
Target sequence (P21453 whole entry, looked up): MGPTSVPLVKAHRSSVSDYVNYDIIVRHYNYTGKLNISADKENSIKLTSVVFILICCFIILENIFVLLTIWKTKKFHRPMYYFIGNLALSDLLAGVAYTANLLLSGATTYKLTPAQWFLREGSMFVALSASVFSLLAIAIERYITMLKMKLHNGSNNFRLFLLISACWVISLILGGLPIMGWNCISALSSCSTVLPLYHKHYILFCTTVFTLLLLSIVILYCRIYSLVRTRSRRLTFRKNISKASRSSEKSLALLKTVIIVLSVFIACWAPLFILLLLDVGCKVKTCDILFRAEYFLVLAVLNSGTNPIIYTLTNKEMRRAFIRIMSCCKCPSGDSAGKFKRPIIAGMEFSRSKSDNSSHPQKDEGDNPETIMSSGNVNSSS
S1P3 agonist: agonists of human S1P3 receptor | Q99500 | S1P3 NFAT-BLA reporter cells, agonism, FRET ratio; relative to 1 µM S1P, basal subtracted | activation, % at 4.5 µM | 60,000 tested, 0.1% active | AID 373;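 active means activation above the screen-wide mean plus 3 SD, cut at about 4.5% in these data, passing the limit was not always enough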; further: some compounds called inactive have numbers as strong as hits
Target sequence (Q99500 whole entry, looked up): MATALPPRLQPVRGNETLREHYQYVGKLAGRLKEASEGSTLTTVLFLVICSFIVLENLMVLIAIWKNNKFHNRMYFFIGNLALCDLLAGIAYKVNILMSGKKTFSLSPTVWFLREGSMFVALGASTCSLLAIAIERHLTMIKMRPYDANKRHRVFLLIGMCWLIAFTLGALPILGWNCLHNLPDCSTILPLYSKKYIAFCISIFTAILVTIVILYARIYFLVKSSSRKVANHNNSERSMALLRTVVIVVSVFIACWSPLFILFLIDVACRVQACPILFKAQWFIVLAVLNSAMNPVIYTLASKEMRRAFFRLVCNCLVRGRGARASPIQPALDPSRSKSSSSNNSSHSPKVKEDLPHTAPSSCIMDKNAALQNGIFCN
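Benchmarks: high control 1 µM S1P / System: stable CHO line with human S1P3, Gα16, NFAT-BLA reporter / Dosing: single compound concentration, 4.5 µM final / Timing: 4 h compound at 37 °C, 2 h substrate at RT / Measured by: FRET β-lactamase substrate fluorescence, excitation 405 nm, 460/535 nm emission ratio, background-subtracted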
5-HT1A blocker: antagonists of human 5-HT1a serotonin receptor; AID 612; CHO 5-HT1a Ga15 NFAT-bla reporter, antagonist mode; P08908; inhibition, % at 10 µM; 62,000 tested, 0.68% active;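 active means inhibition above the mean of all tested compounds plus 3 SD, cut at about 43% in these data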;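 further: receptor stimulated by 5-CT agonist at 100 nM near EC80; beta-lactamase reporter measured by ratiometric fluorescence of a cleavable substrate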
Starred values were filed as active, the others as inactive; . = not tested or not shown.

SMILES	M1 ag	HTR1E antagonist	M1 antag	HTR1A agonist	Jurkat tox 60K	5HT1E ag	S1P1 ag pot	S1P3 agonist	5-HT1A blocker
O=C(c1ccc(C#Cc2ccccc2)o1)N1CCN(c2ccccn2)CC1	0.063	-1	-0.58	1.7	8	0.1	25	0.0	17
COc1cccc(/C=N/n2cncn2)c1OCC#N	-0.46	-5	-0.35	-2.9	-8	0.3	-13	-0.5	-5
CCCCn1nnnc1SCC(=O)Nc1ccc2c(c1)OCO2	0.88	6	-0.25	-1.8	5	-0.2	7	-0.6	8
C=CCSC1=N/C(=C\c2cc(OC)c3c(c2)OCO3)C(=O)S1	-0.32	-9	-0.34	-0.5	-4	-1.0	-10	-0.2	4
CCOC(=O)C1CCCN(CCC(=O)Nc2ccc3c(c2)CCC3)C1 (configuration not stated)	16*	1	-3.6*	-3.2	-1	-0.6	9	-0.6	16
O=C(Nc1ccccc1N1CCCCC1)c1ncoc1-c1ccc(F)cc1	0.59	4	0.54	2.0	9	0.0	12	-0.8	-4
COCCn1c(N)c(C(=O)NCc2cccs2)c2nc3ccccc3nc21	-0.084	13	0.57	11	3	2.0	-45	2.7	-23
COC(=O)CCCC(=O)N1CCOCCN(C(=O)CCCC(=O)OC)CCOCC1	-0.19	-8	0.7	-4.9	-7	1.9	8	-1.0	0
O=S(=O)(c1ccccc1)N1CCC(N2CCCCCC2)CC1	1.6	6	1	2.8	.	-0.3	4	-3.2	.
COc1ccccc1S(=O)Cc1ccc(C(=O)NC2CCCC2)o1 (configuration not stated)	-0.21	4	0.23	-4.3	4	-0.1	-9	-1.0	2
COc1ccc(N(CC(=O)Nc2cccc(SC)c2)S(C)(=O)=O)cc1Cl	-0.13	4	-0.04	2.6	2	-0.2	.	-0.8	0
O=C(CSc1nc(O)cc(=O)[nH]1)N1CCCc2ccccc21	-0.99	-8	0.11	-5.5	.	-0.1	.	.	-8
O=C1N(CN2C(=O)C3(OCCO3)c3ccccc32)c2ccccc2C12OCCO2	-0.74	13	-0.058	-1.0	2	0.0	17	-0.6	15
CN(C)S(=O)(=O)N(CC(=O)NCc1ccccc1)c1ccccc1	0.51	-1	-0.00063	-0.8	-3	-0.5	.	-2.2	8
O=C(c1ccc(NS(=O)(=O)c2cccs2)cc1)N1CCCCC1	-0.59	-10	0.0068	-0.3	.	-0.5	.	.	1
CCn1nc(C)c(NC(=O)c2cc(Br)ccc2Cl)c1C	-0.86	-10	0.74	-2.4	-4	-0.4	8	-0.6	-5
Cc1ccc(C(=O)NCC2CCCO2)o1 (configuration not stated)	-1.8	2	0	-4.7	-5	-1.1	-10	-0.7	8
CCOC(=O)c1[nH]c(C)c(C(=O)NCCC2=CCCCC2)c1C	.	-6	.	-4.3	12	0.7	-10	0.3	-1
O=C(Cn1ncn2cccc2c1=O)N1CCCCC1	0.31	13	0.036	-2.9	2	-0.8	-10	-1.8	5
CC(=O)N1CCc2cc(Br)cc(S(=O)(=O)NCc3ccccn3)c21	-1.6	2	0.032	-1.6	2	-0.9	8	-0.9	-5
CCC(C)[C@@H](NC(=O)OC(C)(C)C)c1nnc(S(=O)(=O)Cc2cccc(C)c2)o1 (some centres not stated)	0.7	-4	-0.039	3.9	9	2.5	41	-0.9	51*
O=C(NCC1CCCO1)c1ccccn1 (configuration not stated)	-0.56	-5	0	-3.7	-5	-0.1	-32	-0.6	-100
Cc1ccc(S(=O)(=O)N2CCC(C(=O)N3CCN(Cc4ccccc4)CC3)CC2)cc1	-1.1	4	-0.065	1.0	4	0.2	-7	-1.7	0
COc1ccc(O)c(-c2cc(-c3cccc(Br)c3)n[nH]2)c1	0.45	0	0.013	-3.4	-3	0.1	19	-1.2	34
CCN(CC)S(=O)(=O)c1cc(C(=O)OCC(=O)c2ccc3c(c2)NC(=O)CO3)ccc1F	-0.092	18	-1.4	-1.8	.	-0.4	.	.	2
COCCCNC(=O)Nc1ccc(F)cc1F	-0.13	5	0.074	-0.3	-5	0.3	8	-0.5	-3
COc1ccccc1OCC(=O)NCCNC(=O)COc1ccccc1OC	-1	-1	-0.4	1.3	3	-1.3	3	-1.2	5
Cc1nc(CC(=O)c2c(C)cc(O)cc2O)cs1	-1.4	-3	0.051	-3.1	14	-0.6	20	-2.0	-1
COCCn1nnnc1C(C(C)C)N1CCOCC1 (configuration not stated)	-0.2	2	-0.00069	-2.2	6	-0.1	7	-0.7	15
CCn1c(SCC(=O)c2cc(C)n(CC3CCCO3)c2C)nc2ccccc21 (configuration not stated)	5.3*	12	0.033	-1.0	0	0.2	18	-0.7	-7
O=C1CSC(=S)N1c1cccnc1	0.014	6	0.23	2.8	-7	-0.1	-16	0.8	-1
O=c1c2c3nc4ccccc4nc3n(CCN3CCOCC3)c2ncn1CCN1CCOCC1	2.7*	-13	-0.0085	-2.4	2	0.4	12	-0.2	-10
O=C(O)CC1C(=O)NCCN1CCCc1ccccc1 (configuration not stated)	-0.74	-3	0.08	-0.8	-1	0.1	4	-0.5	-3
O=C(Nc1nnc(C2CC2)s1)C1Cc2ccccc2CN1S(=O)(=O)c1cccs1 (configuration not stated)	-0.19	-12	0.41	-1.6	3	-0.3	11	5.9	-20
Oc1ccc(-c2[nH]ncc2-c2cccc3cccnc23)c(O)c1	1.6	3	-0.22	-1.7	23	-0.5	23	-0.2	5
COc1nc(-c2ccccc2)cc(-c2ccc(OC)c(OC)c2)n1	0.65	5	-0.11	0.0	15	1.0	-22	-0.4	37
COc1ccccc1NC(=O)C(CCS(C)(=O)=O)N1C(=O)c2ccccc2C1=O (configuration not stated)	0.34	-8	0.71	-3.9	-1	-0.5	-4	0.1	4
N#Cc1nc(COc2ccc(Cl)cc2)oc1N1CCCCCC1	0.14	15	0.25	-2.0	9	-0.4	.	-1.2	28
CCN(CC)CCCN1C(=O)C(O)=C(C(=O)c2sc(C)nc2C)C1c1ccco1 (configuration not stated)	0.43	-9	-0.86	-0.3	-6	0.1	-26	-0.1	-5
Cc1cc(C)n(C(=O)CNc2cccc(Cl)c2C)n1	-0.16	-3	-0.21	-0.6	-4	0.3	.	-0.5	10
O=C1NCC(COCc2ccco2)O1 (configuration not stated)	-0.29	-6	0.31	-0.2	-4	-1.0	2	-1.2	9
CC(C)(C)c1[nH]nc2c1C(Cc1ccccc1)C(C#N)=C(N)O2 (configuration not stated)	-0.21	-5	0.76	-0.6	-3	-0.5	-15	-0.7	-5
CC(C)CN(CC(C)C)S(=O)(=O)N1CCC(C(=O)NCc2ccc(F)cc2)CC1	-1.1	0	-0.023	-0.1	-9	-0.1	-7	-0.3	5
O=C(CSc1nnc(-c2ccco2)c(-c2ccco2)n1)Nc1ccccc1	-1.1	-4	-0.00011	-0.4	.	-0.4	-6	-2.7	.
N#CC1=C(N)Oc2c(sc3ccccc23)C1c1ccco1 (configuration not stated)	52*	4	-0.78	-0.9	2	1.2	.	-1.0	13
COc1ccccc1N1CCN(S(=O)(=O)c2cnc[nH]2)CC1	0.46	17	0.017	-3.9	13	-0.6	5	-1.7	9
Nc1c(C(=O)NC2CCCC2)sc2nc(-c3cccs3)ccc12	0.023	14	0.041	-2.0	-1	-0.1	57	-0.8	18
C=CCNS(=O)(=O)c1cccc2cc(C(=O)O)c(O)cc12	3.6*	-4	0.18	-2.3	-9	-0.3	6	-1.1	-5
CN1C(=O)N(C)C2(c3ccccc3)Nn3c(s/c(=C/c4ccco4)c3=O)=NC12c1ccccc1 (configuration not stated)	0.28	-4	0.35	0.6	-3	0.6	-9	-0.5	3
COc1ccc(C(=O)/C=C/N2CCCCC2)cc1OC	-0.37	-1	0.61	0.8	2	1.5	.	-1.0	-3
C=CCn1c(SCC(=O)N2CC(=O)Nc3ccccc32)nc2scc(-c3cccs3)c2c1=O	2.8	14	-0.83	4.1	-3	0.8	-12	0.4	-8
CCSc1nc(-c2ccccc2)c(C#N)c(=O)[nH]1	-0.047	11	-0.27	-2.9	8	-1.4	-3	-1.2	9
O=S(=O)(NCc1ccccn1)c1ccc(F)cc1	0.85	0	0.28	-0.8	-5	-0.1	-21	-1.2	-4
CCN(CC)C(=O)CSC1=Nc2ccccc2C2=NC(Cc3c[nH]c4ccccc34)C(=O)N12 (configuration not stated)	.	1	.	-0.2	-2	0.2	-7	0.2	18
O=C(O)C1C2C=CC3(CN(CC(O)COc4ccccc4)C(=O)C13)O2 (configuration not stated)	-0.58	-6	0.028	-1.6	2	1.3	-9	-1.7	-10
Cn1c(=O)oc2cc(S(=O)(=O)NCc3ccncc3)ccc21	-0.025	5	0.24	-3.1	29	-1.0	-9	-0.8	2
CCOC(=O)c1cccc(S(=O)(=O)N(CCO)Cc2cc3cc(OC)ccc3[nH]c2=O)c1	0.86	1	0.85	0.7	1	-0.1	-22	0.6	-8
CCN1CCCC1CNC(=O)CCc1nc(-c2ccc(C)cc2)no1 (configuration not stated)	0.06	2	-0.94	-5.7	-2	-0.4	-23	-0.4	2
Cn1c(=O)c2c(nc(SCCCC#N)n2Cc2ccccc2F)n(C)c1=O	0.15	-7	-0.29	-2.1	5	1.4	8	-1.1	-6
O=C1CCc2cc(S(=O)(=O)N3CCN(C(=O)c4ccco4)CC3)ccc2N1	0.012	7	0.037	-6.0	2	0.0	-4	-0.6	6

Next records.
SMILES	M1 ag	HTR1E antagonist	M1 antag	HTR1A agonist	Jurkat tox 60K	5HT1E ag	S1P1 ag pot	S1P3 agonist	5-HT1A blocker
CCCn1nnc(NC(=O)c2ccc(Br)cc2)n1	-0.087	-1	-2.1	0.7	-7	-0.4	-8	0.0	2
O=C(CC1SCCNC1=O)Nc1cccc(Cl)c1 (configuration not stated)	0.31	-5	0.3	-1.6	-2	0.6	-15	-0.4	-4
CSc1oc(-c2ccccc2)nc1S(=O)(=O)c1ccc(F)cc1	-0.19	-2	-0.056	-1.1	2	0.1	.	-0.5	2
COc1cccc(C(=O)NC(C)C(c2cccs2)N2CCN(C)CC2)c1 (configuration not stated)	-0.2	4	0.72	-0.1	-7	0.8	-15	1.5	-6
Cc1cc(C)n2cc(CSc3nnnn3-c3ccccc3C)nc2n1	-0.31	11	-0.23	-2.0	2	-0.9	-16	-0.4	2
Cc1cnc(NC(=O)c2c(O)c3cccc4c3n(c2=O)CCC4)s1	0.92	-3	1.1	-2.1	-10	-0.7	-17	-0.3	16
CCOc1ccccc1NC(=O)CSc1ncnc2c1oc1ccccc12	-1.3	9	-0.62	-1.3	-2	-1.2	-80	-0.3	0
O=C(OCC(=O)N1CCN(c2ccccc2)CC1)c1ccc2ncsc2c1	6.6e-05	3	0.24	-1.9	1	-0.8	14	-0.4	-15

Record cards, as listed above.
`CC(C)CN(CC(C)C)S(=O)(=O)N1CCC(C(=O)NCc2ccc(F)cc2)CC1` reads M1 ag = -1.1; HTR1E antagonist = 0; M1 antag = -0.023; HTR1A agonist = -0.1; Jurkat tox 60K = -9; 5HT1E ag = -0.1; S1P1 ag pot = -7; S1P3 agonist = -0.3; 5-HT1A blocker = 5
`Oc1ccc(-c2[nH]ncc2-c2cccc3cccnc23)c(O)c1` reads M1 ag = 1.6; HTR1E antagonist = 3; M1 antag = -0.22; HTR1A agonist = -1.7; Jurkat tox 60K = 23; 5HT1E ag = -0.5; S1P1 ag pot = 23; S1P3 agonist = -0.2; 5-HT1A blocker = 5

Look-ups from the entries so far.
O=C(CC1SCCNC1=O)Nc1cccc(Cl)c1 (configuration not stated) – HTR1A agonist: -1.6
CCOc1ccccc1NC(=O)CSc1ncnc2c1oc1ccccc12 – 5-HT1A blocker: 0
COc1cccc(C(=O)NC(C)C(c2cccs2)N2CCN(C)CC2)c1 (configuration not stated) – HTR1A agonist: -0.1
